# INS-1E ATP HTS: INS-1E beta cell protection from cytokine death; INS-1E cytokine-induced death, ATP luminescence, 48 h; normalised: neutral wells 0, positive control 100; protection from cytokine-induced ATP loss, % at 10 µM; hit rate 0.1% among 20,000; AID 488910;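 active = mean replicate protection from cytokine-induced ATP loss at least 50% and at least 75% of replicates each reaching 50%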
#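 Assay system – rat INS-1E insulinoma cell line · Quantity – 8000 cells per well · Buffer or medium – RPMI without phenol red, 5% FBS · Schedule – 48 h co-treatment, 10 min post-lysis read · Technique – luminescent ATP assay (CellTiter-Glo)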
# T cruzi intra: blocks T. cruzi growth inside host cells; activity score (inhibition), % at 5.01 µM; hit rate 4.9% among 22,000; intracellular Trypanosoma cruzi in host cells, plate reader; AID 651903; in the data active = activity score above about 55%;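 note: parasites and compound incubated about four days before reading; 0% = median of neutral control wells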
# * = called active by the depositor; . = not tested or not shown. This is a subset, so the mix of outcomes need not match the whole.
SMILES,INS-1E ATP HTS,T cruzi intra
COc1ccc(S(=O)(=O)Nc2ccc3c(c2)C(=O)N([C@H](C)CO)C[C@H](C)[C@@H](CN(C)C(=O)c2ccncc2)OCCCC[C@@H](C)O3)cc1,9.2,-11.0
C[C@H]1CN([C@@H](C)CO)C(=O)Cc2cc(NC(=O)Cc3ccccc3)ccc2O[C@H]1CN(C)S(=O)(=O)c1cn(C)cn1,-0.1,-0.6
Cc1noc(C)c1NC(=O)Nc1ccc2c(c1)CC(=O)N([C@H](C)CO)C[C@H](C)[C@H](CN(C)Cc1ccccc1)O2,-2.5,8.8
C[C@H](CO)N1C[C@H](C)[C@@H](CN(C)Cc2ccc(C(=O)O)cc2)Oc2c(NC(=O)NC3CCCCC3)cccc2C1=O,-0.9,-18.4
C[C@@H]1CN([C@@H](C)CO)C(=O)CCCn2nncc2CO[C@H]1CN(C)C(=O)Nc1ccnc(N2CCOCC2)c1,.,-1.0
COc1ccc(NC(=O)Nc2cccc3c2O[C@H](CN(C)CC2CCCCC2)[C@H](C)CN([C@H](C)CO)C3=O)cc1,-7.5,-18.0
C[C@@H]1CCCCO[C@H](CN(C)Cc2ccc(C(=O)Nc3ccccc3N)cc2)[C@@H](C)CN([C@H](C)CO)C(=O)c2cc(NS(=O)(=O)c3ccc(Cl)cc3)ccc2O1,39.3,78.4*
C[C@@H]1CN([C@H](C)CO)C(=O)Cc2cc(NS(C)(=O)=O)ccc2O[C@@H]1CN(C)C(=O)Nc1ccccc1,7.2,-9.4
CNC[C@H]1Oc2c(NC(=O)c3nc4ccccc4s3)cccc2C(=O)N([C@@H](C)CO)C[C@H]1C,-9.7,-28.2
Cc1ccc(S(=O)(=O)Nc2ccc3c(c2)C(=O)N([C@@H](C)CO)C[C@@H](C)[C@@H](CN(C)Cc2ccc4c(c2)OCO4)O3)cc1,-0.9,31.3
C[C@@H]1CCCCO[C@@H](CN(C)C(=O)Nc2cccc3ccccc23)[C@@H](C)CN([C@H](C)CO)C(=O)c2cc(NC(=O)CCCCCC(=O)Nc3ccccc3N)ccc2O1,-9.9,-36.8
C[C@@H]1CN([C@H](C)CO)C(=O)CCCn2cc(nn2)CO[C@@H]1CN(C)Cc1ccccc1C(F)(F)F,.,-7.5
C[C@@H]1CN([C@H](C)CO)C(=O)c2cc(NC(=O)CCC(F)(F)F)ccc2O[C@@H]1CN(C)S(=O)(=O)c1ccc(F)cc1,0.2,-0.7
C[C@H](CO)N1C[C@H](C)[C@H](CN(C)Cc2ccc(Cl)c(Cl)c2)Oc2ccc(NC(=O)CCN3CCOCC3)cc2CC1=O,2.5,-2.9
Cc1ccc(S(=O)(=O)Nc2ccc3c(c2)C(=O)N([C@H](C)CO)C[C@H](C)[C@@H](CN(C)Cc2ccc(C(=O)O)cc2)OCCCC[C@@H](C)O3)cc1,-0.7,-26.2
COc1ccc(CN(C)C[C@@H]2Oc3c(NC(=O)C4CC4)cccc3C(=O)N([C@@H](C)CO)C[C@H]2C)cc1,0.5,-27.5
Cc1ccc(S(=O)(=O)N(C)C[C@H]2Oc3c(NC(=O)C4CCCCC4)cccc3C(=O)N([C@H](C)CO)C[C@H]2C)cc1,-0.3,-10.7
C[C@H](CO)N1C[C@H](C)[C@H](CN(C)S(=O)(=O)c2cccc(F)c2)Oc2ncc(Br)cc2C1=O,.,20.4
C[C@H]1CN([C@@H](C)CO)C(=O)Cc2cc(NC(=O)Nc3ccc4c(c3)OCO4)ccc2O[C@H]1CN(C)S(C)(=O)=O,2.4,-16.2
C[C@H](CO)N1C[C@H](C)[C@H](CN(C)S(=O)(=O)c2cccc(F)c2)Oc2ncc(C#CC(C)(C)O)cc2C1=O,0.5,-3.3
C[C@H]1CN([C@@H](C)CO)C(=O)c2cc(NS(=O)(=O)c3cccs3)ccc2O[C@@H]1CN(C)Cc1ccc(-c2ccccc2)cc1,-24.3,54.4
C[C@H](CO)N1C[C@H](C)[C@H](CN(C)S(=O)(=O)c2ccc(F)cc2)Oc2ncc(-c3cc4ccccc4o3)cc2C1=O,.,52.1
Cc1noc(C)c1NC(=O)Nc1ccc2c(c1)CC(=O)N([C@@H](C)CO)C[C@H](C)[C@H](CN(C)S(=O)(=O)c1c(C)noc1C)O2,3.5,-18.1
C[C@H](CO)N1C[C@H](C)[C@@H](CN(C)Cc2ccc(C(=O)O)cc2)Oc2ccc(NS(=O)(=O)c3ccccc3)cc2C1=O,4.9,-16.6
C[C@@H]1CN([C@H](C)CO)C(=O)c2cc(NC(=O)CCN3CCOCC3)ccc2O[C@H]1CN(C)S(=O)(=O)c1cn(C)cn1,.,0.5

# Three compounds out of the list, ordered by formula weight, ascending.
SMILES,INS-1E ATP HTS,T cruzi intra
C[C@@H]1CN([C@H](C)CO)C(=O)CCCn2cc(nn2)CO[C@@H]1CN(C)Cc1ccccc1C(F)(F)F,.,-7.5
C[C@H](CO)N1C[C@H](C)[C@@H](CN(C)Cc2ccc(C(=O)O)cc2)Oc2ccc(NS(=O)(=O)c3ccccc3)cc2C1=O,4.9,-16.6
Cc1ccc(S(=O)(=O)Nc2ccc3c(c2)C(=O)N([C@H](C)CO)C[C@H](C)[C@@H](CN(C)Cc2ccc(C(=O)O)cc2)OCCCC[C@@H](C)O3)cc1,-0.7,-26.2

# (further entries)
SMILES,INS-1E ATP HTS,T cruzi intra
C[C@H]1CN([C@@H](C)CO)C(=O)c2cc(NC(=O)Nc3ccc4c(c3)OCO4)ccc2O[C@@H]1CN(C)Cc1ccc(C(=O)O)cc1,3.6,-9.7
C[C@@H]1CN([C@H](C)CO)C(=O)Cc2cc(NS(C)(=O)=O)ccc2O[C@H]1CN(C)Cc1ccc(-c2ccccc2)cc1,-2.5,33.4
Cc1ccc(S(=O)(=O)N(C)C[C@H]2Oc3ccc(NC(=O)C4CC4)cc3C(=O)N([C@H](C)CO)C[C@H]2C)cc1,-0.3,35.6
C[C@@H]1CN([C@H](C)CO)C(=O)c2cccc(NC(=O)c3cnccn3)c2O[C@@H]1CN(C)C(=O)Nc1ccccc1,11.2,-13.6
C[C@@H]1CN([C@H](C)CO)C(=O)Cc2cc(NC(=O)Cc3ccccc3)ccc2O[C@H]1CN(C)C(=O)Nc1ccc2c(c1)OCO2,7.0,-14.1
C[C@@H]1CN([C@H](C)CO)C(=O)c2cc(NC(=O)Nc3ccccc3)ccc2O[C@@H]1CN(C)S(=O)(=O)c1ccc(F)cc1,6.2,11.1
O=C(NO)c1cccc(C(=O)N/N=C/c2cccnc2Br)c1,-7.7,-1.3
C[C@H]1CN([C@@H](C)CO)C(=O)c2cccc(NC(=O)c3nc4ccccc4s3)c2O[C@@H]1CN(C)C(=O)Nc1ccccc1,-4.5,-4.0
COc1ccc(NC(=O)Nc2ccc3c(c2)C(=O)N([C@H](C)CO)C[C@H](C)[C@H](CN(C)C(=O)NC2CCCCC2)OCCCC[C@@H](C)O3)cc1,4.9,-13.4
Cc1noc(C)c1NC(=O)Nc1ccc2c(c1)C(=O)N([C@H](C)CO)C[C@@H](C)[C@H](CN(C)Cc1ccc(Oc3ccccc3)cc1)O2,-4.6,-10.8
C[C@H]1CN([C@@H](C)CO)C(=O)c2cc(NS(=O)(=O)c3cccs3)ccc2O[C@H]1CN(C)Cc1ccc2c(c1)OCO2,-8.4,-3.5
CC(C)NC(=O)N(C)C[C@@H]1Oc2ccc(NS(=O)(=O)c3ccc(F)cc3)cc2C(=O)N([C@H](C)CO)C[C@H]1C,1.2,-9.3
C[C@@H]1CCCCO[C@H](CN(C)C(=O)Nc2ccc(F)cc2)[C@@H](C)CN([C@H](C)CO)C(=O)c2cc(NS(=O)(=O)c3ccc(F)cc3)ccc2O1,2.7,12.3
COc1ccc(NC(=O)N(C)C[C@H]2OCc3cn(nn3)CCCC(=O)N([C@H](C)CO)C[C@H]2C)c(OC)c1,.,-22.4
C[C@H]1CN([C@@H](C)CO)C(=O)c2cccc(NC(=O)Nc3ccccc3)c2O[C@@H]1CN(C)CC1CC1,-2.8,-1.1
Cc1ccc(S(=O)(=O)N(C)C[C@@H]2Oc3ccc(NC(=O)Nc4c(C)noc4C)cc3CC(=O)N([C@@H](C)CO)C[C@@H]2C)cc1,22.8,-19.4
C[C@H]1CN([C@@H](C)CO)C(=O)c2cc(NC(=O)C3CC3)ccc2O[C@H]1CN(C)Cc1ccc(Cl)c(Cl)c1,-8.3,8.6
C[C@@H]1CN([C@@H](C)CO)C(=O)c2cccc(NC(=O)c3cnccn3)c2O[C@@H]1CN(C)S(=O)(=O)c1ccc(Cl)cc1,6.1,-17.3
COc1ccc(S(=O)(=O)Nc2ccc3c(c2)CC(=O)N([C@H](C)CO)C[C@@H](C)[C@@H](CN(C)C(=O)NC(C)C)O3)cc1,3.6,-9.5
CNC[C@H]1OCCCC[C@@H](C)Oc2ccc(N(C)C)cc2C(=O)N([C@H](C)CO)C[C@@H]1C,0.9,6.1
CC(C)NC(=O)N(C)C[C@H]1Oc2c(NC(=O)Nc3ccc(C(F)(F)F)cc3)cccc2C(=O)N([C@H](C)CO)C[C@@H]1C,-2.8,-28.0
C[C@@H]1CN([C@@H](C)CO)C(=O)c2cc(NC(=O)c3ccncc3)ccc2O[C@H]1CN(C)C(=O)Nc1ccc(F)cc1,0.5,-4.0
Cc1noc(C)c1S(=O)(=O)Nc1ccc2c(c1)C(=O)N([C@H](C)CO)C[C@@H](C)[C@H](CN(C)Cc1ccncc1)O2,-3.3,-11.6
C[C@H](CO)N1C[C@H](C)[C@H](CN(C)S(=O)(=O)c2cccc(C#N)c2)OCc2cn(nn2)CCCC1=O,.,-14.5
C[C@@H]1CN([C@H](C)CO)C(=O)c2cccc(NS(=O)(=O)c3ccc(F)cc3)c2O[C@@H]1CN(C)Cc1ccc(Oc2ccccc2)cc1,-14.3,33.3

# Exported with two lines to a compound: entries from further up
# Each structure is followed by: INS-1E ATP HTS	T cruzi intra
C[C@@H]1CN([C@@H](C)CO)C(=O)c2cccc(NC(=O)c3cnccn3)c2O[C@@H]1CN(C)S(=O)(=O)c1ccc(Cl)cc1
  6.1	-17.3
COc1ccc(S(=O)(=O)Nc2ccc3c(c2)CC(=O)N([C@H](C)CO)C[C@@H](C)[C@@H](CN(C)C(=O)NC(C)C)O3)cc1
  3.6	-9.5
CNC[C@H]1OCCCC[C@@H](C)Oc2ccc(N(C)C)cc2C(=O)N([C@H](C)CO)C[C@@H]1C
  0.9	6.1

# New compounds follow:
SMILES,INS-1E ATP HTS,T cruzi intra
C[C@H](CO)N1C[C@H](C)[C@@H](CN(C)S(C)(=O)=O)Oc2ccc(NC(=O)C3CCCCC3)cc2C1=O,3.2,-28.7
C[C@@H]1CN([C@@H](C)CO)C(=O)c2cccc(NC(=O)C3CC3)c2O[C@H]1CN(C)Cc1ccc(-c2ccccc2)cc1,-49.3,50.9
C[C@@H]1CN([C@@H](C)CO)C(=O)c2cccc(NS(=O)(=O)c3cn(C)cn3)c2O[C@@H]1CN(C)C(=O)NC1CCCCC1,4.2,-23.7
C[C@@H]1CN([C@@H](C)CO)C(=O)Cc2cc(NC(=O)C3CC3)ccc2O[C@@H]1CN(C)C,5.8,-30.8
CNC[C@@H]1Oc2c(NS(=O)(=O)c3ccccc3)cccc2C(=O)N([C@@H](C)CO)C[C@H]1C,9.9,-10.3
C[C@H]1CN([C@@H](C)CO)C(=O)c2cc(NS(=O)(=O)c3cn(C)cn3)ccc2O[C@H]1CN(C)C(=O)Nc1ccc2c(c1)OCO2,0.1,-18.3
C[C@H]1CN([C@@H](C)CO)C(=O)Cc2cc(NS(C)(=O)=O)ccc2O[C@@H]1CN(C)S(=O)(=O)c1cn(C)cn1,-0.2,-8.0
C[C@H]1CN([C@@H](C)CO)C(=O)Cc2cc(NC(=O)Cn3cnnn3)ccc2O[C@@H]1CN(C)Cc1ccc(Oc2ccccc2)cc1,7.5,13.3
C[C@@H]1CN([C@H](C)CO)C(=O)c2cccc(NC(=O)C3CCCCC3)c2O[C@H]1CN(C)CC1CC1,-1.9,1.3
C[C@H]1CN([C@@H](C)CO)C(=O)CCCn2nncc2CO[C@@H]1CN(C)S(=O)(=O)c1ccc(Oc2ccccc2)nc1,3.4,-25.1
C[C@H]1CN([C@@H](C)CO)C(=O)CCCn2nncc2CO[C@H]1CN(C)Cc1ccc(O)cc1,.,-8.3
C[C@H](CO)N1C[C@H](C)[C@H](CN(C)C)Oc2ccc(NC(=O)Cc3cn(C)c4ccccc34)cc2C1=O,2.7,-12.9
C[C@@H]1CN([C@H](C)CO)C(=O)c2cccc(NS(=O)(=O)c3cccs3)c2O[C@H]1CN(C)C(=O)Nc1cccc2ccccc12,1.0,-3.8
COc1ccc(CN(C)C[C@@H]2Oc3c(NC(=O)Nc4ccc(F)cc4)cccc3C(=O)N([C@H](C)CO)C[C@@H]2C)cc1,-15.2,-13.8
COc1ccc(NC(=O)N(C)C[C@H]2Oc3c(NC(=O)c4ccc(-c5nccs5)cc4)cccc3C(=O)N([C@@H](C)CO)C[C@@H]2C)cc1,5.7,-45.5
C[C@H]1CN([C@@H](C)CO)C(=O)c2cccc(NC(=O)c3ccncc3)c2O[C@@H]1CN(C)Cc1ccc(Oc2ccccc2)cc1,-14.0,78.2*
C[C@H](CO)N1C[C@H](C)[C@H](CN(C)Cc2ccc3c(c2)OCO3)Oc2ccc(NC(=O)CCCCCC(=O)Nc3ccccc3N)cc2CC1=O,29.1,32.6
C[C@H](CO)N1C[C@H](C)[C@@H](CN(C)C(=O)Nc2cccc3ccccc23)Oc2ccc(NC(=O)Cc3cn(C)c4ccccc34)cc2C1=O,8.9,-3.8
Cc1noc(C)c1NC(=O)N(C)C[C@@H]1Oc2ccc(NC(=O)Cc3cn(C)c4ccccc34)cc2C(=O)N([C@@H](C)CO)C[C@@H]1C,11.9,3.3
C[C@@H]1CN([C@@H](C)CO)C(=O)c2cccc(NC(=O)Nc3ccc(F)cc3)c2O[C@@H]1CN(C)Cc1ccccc1,-8.9,-46.5
C[C@@H]1CN([C@H](C)CO)C(=O)c2cc(NC(=O)Nc3ccc4c(c3)OCO4)ccc2O[C@H]1CN(C)S(=O)(=O)c1cccs1,0.8,14.0

# Screening results as filed in PubChem BioAssay.
